# TTR transcr act = TTR transcription activators in neuroblastoma reporter cells, primary screen, cell-based, luminescence, SH-SY5Y, TTR promoter Gaussia luciferase; 100% = recombinant luciferase protein wells; activation, % at 16.7 µM; actives 1.3% (n = 92,000);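 active = activation above the mean of all tested compounds plus 3 SD, cut at about 9.5% in these data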;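 note: cells exposed to compounds for one day before reading; 0% = median of all test compound wells on the plate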
# Numbers without * were called inactive. Some of the compounds tested, so the mix of outcomes need not match the whole.
No.	SMILES	TTR transcr act
1	Cc1ccccc1CN1CCCCC(NC(=O)C(C)(C)C)C1=O (stereo unspecified)	2.1
2	Cc1ccc(NC(=S)Nc2ccccn2)c(C)c1	0.4
3	CCCC(=O)Nc1ccc(Cc2ccc(NC(=O)CCC)c(C(=O)O)c2)cc1C(=O)O	2.4
4	O=C(CN1C(=O)CSc2ccc(S(=O)(=O)N3CCOCC3)cc21)NCc1cccnc1	0.7
5	O=C(O)c1cc2ccc3cccc4ccc(c1)c2c34	3.1
6	Cc1cccc(N2CCN(CCNC(=O)c3cc4c(s3)CS(=O)(=O)C4)CC2)c1C	0.6
7	CCC(CO)Oc1cc(NCc2ccccc2Cl)c2ncn(C(C)C)c2c1 (stereo unspecified)	-4.3
8	O=C(CCNS(=O)(=O)c1cccc2nsnc12)NCc1ccco1	0.1
9	COc1ccccc1CN1CCNC(=O)C1CC(=O)N(C)C1CCOCC1 (stereo unspecified)	-1.1
10	O=C(CCCCCN1C(=O)c2ccccc2C1=O)Nc1ccc2c(c1)OCCO2	1.6
11	Cc1ccccc1OCC(=O)Nc1nnc(S(=O)(=O)N2CCCC2)s1	-5.0
12	COc1ccc([N+](=O)[O-])cc1/C=N/NC(=O)Cc1ccccc1	0.2
13	CCOC(=O)N1CCC(Nc2c(NCCN3CCN(c4cccc(Cl)c4)CC3)c(=O)c2=O)CC1	0.1
14	COc1ccc(C(=O)OCC(=O)c2cc(OC)ccc2OC)c(OC)c1	-0.3
15	O=c1c(O)c(-c2ccc(O)c(O)c2)oc2cc(O)ccc12	-1.7
16	Cc1ccc(C2=NN3C(=O)c4ccccc4C3C2)cc1 (stereo unspecified)	2.7
17	N=C1/C(=C\c2ccc(Br)o2)C(=O)N=C2SC(CC(=O)N3CCCCC3)=NN12	7.0
18	O=C(CN1C(=O)COc2ccccc21)c1cccc(Cl)c1	-0.9
19	COc1ccc(N(C(=O)c2ccc(F)cc2)C2=CC3CCC(C2)N3C)cc1 (stereo unspecified)	-6.5
20	C/C(=N\NC(=O)c1cc(C)oc1C)c1ccc2c(c1)OCO2	-0.4

# (further entries)
No.	SMILES	TTR transcr act
21	CCC/C(C#CCCN1C(=O)c2ccccc2C1=O)=C1/c2ccccc2C(=O)N1c1ccccc1	-1.8
22	Cc1ccc(-n2nc(C)c3c(-c4cccs4)c(C#N)c(N)nc32)cc1	2.1
23	COc1cc(OC)cc(C(=O)NNC(=O)CN2C(=O)NC(C)(c3ccccc3)C2=O)c1 (stereo unspecified)	-0.9
24	C[C@@H]1CN([C@@H](C)CO)C(=O)CCCn2cc(nn2)CO[C@H]1CN(C)S(=O)(=O)c1ccccc1C#N	1.5
25	CC1CCCC(C)N1C(=O)Cn1cnc2cc([N+](=O)[O-])ccc2c1=O (stereo unspecified)	4.9
26	CC(Nc1ccc2c(c1)OCCO2)C(=O)Nc1ccc2c(c1)OCO2 (stereo unspecified)	0.8
27	O=S(=O)(Nc1ccc(-n2cccc2)cc1)c1ccc(Cl)cc1Cl	5.8
28	COCc1cc(C)n(CC(=O)N/N=C/c2ccc(-c3ccc(Cl)c(C(=O)O)c3)o2)c(=O)c1C#N	-5.2
29	CCCNC(=S)NC1CC2CCCC(C1)N2Cc1ccc(F)cc1 (stereo unspecified)	1.9
30	O=C1C2C3c4ccccc4C(c4ccccc43)[C@@H]2C(=O)N1c1ccccn1 (stereo partly specified)	-1.3
31	COc1ccc(CN(C)S(=O)(=O)c2nnc(NC(=O)c3ccccc3Br)s2)cc1	-2.9
32	Cc1nc(C)c(/C(O)=C\c2nc3ccc([N+](=O)[O-])cc3oc2=O)o1	-0.4
33	O=C(Nc1cccnc1)Nc1ccc(F)c(Cl)c1	-0.8
34	CCC(=O)N[C@H]1C=C[C@H](CC(=O)OC)O[C@@H]1CO	2.7
35	CCOc1ccc(N2C(=O)CC(Sc3n[nH]c(-c4ccccc4)n3)C2=O)cc1 (stereo unspecified)	3.4
36	COc1ccc(S(=O)(=O)N(C)C[C@H]2OCc3cnnn3CCCC(=O)N([C@@H](C)CO)C[C@H]2C)cc1	-0.6
37	Cc1ccccc1S(=O)(=O)Cc1ccc(C(=O)NCc2ccc(F)cc2)o1	2.6
38	CCCCC(=O)NC(=S)Nc1ccc(NC(=O)C(C)C)c(OC)c1	0.7
39	Cc1ccc(OCC(=O)Oc2ccc(C)c(C)c2)cc1	1.8
40	CCN1C(=O)[C@H]2[C@@H](c3ccc(SC4CCCCC4)cc3)N3CCCC[C@@]3(C(=O)OC)[C@H]2C1=O	2.6

# Next part.
No.	SMILES	TTR transcr act
41	COc1cccc(NC(=O)CCC2CCN(C(=O)c3cncs3)CC2)c1	6.5
42	CCCN(C(=O)CSc1nnnn1C)c1c(N)n(Cc2ccccc2)c(=O)[nH]c1=O	-0.7
43	CC1(C)C/C(=N\O)C(C(O)c2cccc([N+](=O)[O-])c2)C(C)(C)N1 (stereo unspecified)	-1.6
44	CC1CC(=O)Nc2cc([N+](=O)[O-])ccc2N1 (stereo unspecified)	-2.2
45	Cc1cc(C)c2cc(C(=O)Nc3ccc4c(c3)OCO4)[nH]c2c1	-2.8
46	O=C(Nc1ccccc1Cl)OCC#CCOC(=O)Nc1ccccc1Cl	-0.3
47	Cn1c(O)c(N=NC(=S)Nc2ccccc2F)c2cc(S(=O)(=O)N3CCOCC3)ccc21	-3.6
48	Cc1cc(NC(=O)CS(=O)c2cn(Cc3cccc(Cl)c3)c3ccccc23)no1 (stereo unspecified)	0.9
49	O=C(CCC(=O)N1CCN(S(=O)(=O)c2ccc(Cl)cc2)CC1)Nc1ccc(Cl)cc1Cl	0.3
50	COc1ccc(C2C(C#N)C(C#N)N3CCCN23)cc1 (stereo unspecified)	1.2
51	[N-]=[N+]=NC[C@H](Cc1ccccc1)N1CC[C@@H](NC(=O)OCc2ccccc2)CCC1=O	-5.0
52	NC1=NC(=O)/C(=C\c2ccc(-c3ccc(Cl)cc3)o2)S1	-1.1
53	Nc1c(C(=O)N2CCN(CCc3ccccc3)CC2)cnn1-c1ccccc1	-1.5
54	CCOC(=O)C(O)C1CCc2c([nH]c3ccc(C)cc23)C1=O (stereo unspecified)	3.3
55	CSC1=NCCN1S(=O)(=O)c1ccc(C)cc1	-0.8
56	CCOC(=O)NN1C(=O)c2ccccc2NC1(C)C	-0.4
57	Cc1nn(C)c2c(=O)c(=O)c2n(C)[nH]1	-1.6
58	O=C(NC1CCCCC1)c1cccc2c1C(=O)c1ccc(N3CCC(Cc4ccccc4)CC3)cc1S2(=O)=O	1.2
59	O=C(COC(=O)c1ccc(Br)cc1)NCc1ccc(F)cc1	3.4
60	CN1CCN(C(=O)c2ccc(N3CCCC3=O)cc2)CC1	-0.6

# The list goes on:
No.	SMILES	TTR transcr act
61	CC[C@@H](NCCCn1cnc2c(SC)ncnc21)c1ccccc1	-1.6
62	COc1cc(/C=N/NC(=O)CCn2cnc(-c3ccccc3)c2-c2ccccc2)ccc1O	-3.5
63	CN1CCN(C(=S)NC(=O)c2ccc(-c3ccccc3)cc2)CC1	2.9
64	COc1ccc(-n2c(=S)[nH]c3[nH]ncc3c2=O)cc1	0.4
65	Cc1cc(Cl)ccc1N(CC(=O)NCc1ccccc1)S(C)(=O)=O	-0.9
66	O=C(O)C1CCC(=O)N(C2CCCCC2)C1c1ccccc1Cl (stereo unspecified)	2.4
67	C=C(C(=O)Oc1c(C(C)(C)C)cccc1C(C)(C)C)c1ccccc1	3.3
68	O=C1C(=O)N(Cc2ccc(-c3ccsc3)cc2)c2ccc(OC(F)(F)F)cc21	-1.0
69	COC(=O)C[C@H]1C[C@H]2c3cc(NC(=O)NC4CCCC4)ccc3O[C@H]2[C@@H](CO)O1	1.9
70	Cc1nc2c(-c3ccc(F)cc3)c(C)nn2c(C)c1CCC(=O)NCCN1CCOCC1	2.7
71	CNS(=O)(=O)c1cccc(C(=O)NCC2(N3CCCCC3)CCCCC2)c1	-0.7
72	Cc1cccc2c1CCC1CN(Cc3ccccc3)S(=O)(=O)N21 (stereo unspecified)	-0.9
73	S=c1nc[nH]c2c1sc1nc(-c3ccccc3)c3c(c12)CCCC3	-2.0
74	CCOc1ccc(NC(=O)c2csc3c2CCCC3)cc1	1.5
75	CCO[C@@H]1OC(C(=O)N2CCOCC2)=C[C@H](C(C)(C)C)[C@H]1CCCO	-0.5
76	COc1ccc(N2CCN(C(=O)c3ccc4c(c3)CCN4S(C)(=O)=O)CC2)cc1	0.3
77	COc1ccc(OC)c(/C=N/NC(=O)C(O)c2ccccc2)c1 (stereo unspecified)	0.8
78	CC[C@]1(C(=O)OC)[C@H]2C(=O)N(C)C(=O)[C@H]2[C@H]2CN(C)C(=NCc3ccccc3)N21	0.1
79	CN(C(=O)[C@@H](C1CC1)[C@@H](O)c1ccc(Cl)cc1)c1ccccc1	-2.2
80	CCCCCc1nc(N)c(C#N)c(-c2ccco2)c1CCCC	2.7

# Part of the list above, as labelled records:
(57) Cc1nn(C)c2c(=O)c(=O)c2n(C)[nH]1
  TTR transcr act = -1.6

(58) O=C(NC1CCCCC1)c1cccc2c1C(=O)c1ccc(N3CCC(Cc4ccccc4)CC3)cc1S2(=O)=O
  TTR transcr act = 1.2

(59) O=C(COC(=O)c1ccc(Br)cc1)NCc1ccc(F)cc1
  TTR transcr act = 3.4

(60) CN1CCN(C(=O)c2ccc(N3CCCC3=O)cc2)CC1
  TTR transcr act = -0.6

# The list goes on.
No.	SMILES	TTR transcr act
81	CCc1ccccc1NC(=O)CN(C)C(=O)COc1ccc(C)nc1[N+](=O)[O-]	-1.4
82	COC(=O)Cn1cnc2sc(C)c(S(=O)(=O)N3CCN(c4ccccc4OC)CC3)c2c1=O	1.9
83	CCn1nc(C)c(CNC(=O)c2cc(COc3cncc(Cl)c3)on2)c1C	-1.3
84	CC(=O)Nc1cccc(OCCCNC(=O)c2ccc(C(C)(C)C)cc2)c1	4.1
85	C=C(C)CNC(=S)N/N=C(\C)c1ccc(Cl)s1	0.7
86	CN(c1ccc(C(=O)N2CCN(Cc3ccc4c(c3)OCO4)CC2)cc1)S(=O)(=O)c1ccccc1	-4.9
87	CN(C)c1ccc(C(c2nnnn2C(C)(C)C)N2CCN(C(=O)c3ccco3)CC2)cc1 (stereo unspecified)	-0.9
88	CC[C@@H]1Cc2[nH][nH]c(=O)c2[C@@H](c2ccc(F)cc2)O1	1.5
89	O=C(N/N=C/c1ccccc1)c1ccco1	-1.1
90	O=C1C(Cc2ccccc2)Nc2ncnc(N3CCOCC3)c2N1Cc1ccc(Cl)cc1 (stereo unspecified)	-3.5
91	CC(C)(C)C1CCc2onc(C(=O)Nc3ccc(F)cc3F)c2C1 (stereo unspecified)	0.5
92	O=C(c1cnn2ccccc12)N1CCc2ccccc21	3.2
93	O=C(O)CSc1nccc2ccccc12	-2.9
94	CCC[C@H]1[C@@H](OC(=O)NCc2ccccc2Cl)CC[C@@]23CCCN2C(=O)CCC[C@@H]13	-0.5
95	O=C(NN=Cc1cc(Br)c(O)c(Br)c1)c1ccccc1NS(=O)(=O)c1cccs1	0.5
96	CC(C)(C)S(=O)N1Cc2cc(C(=O)NCC(F)(F)F)nc(-c3cccc(-c4cccc(F)c4)c3)c2[C@H]1CCO (stereo partly specified)	0.8
97	O=C1N/C(=C/c2ccc(N3CCOCC3)o2)C(=O)N1c1ccccc1	-4.7
98	O=C(NNc1cc(Br)c(O)c(Br)c1)c1ccccc1	-2.3
99	COc1ccc(N2CCC(CNC(=S)Nc3cc(C)ccc3C)C2)cc1 (stereo unspecified)	1.8
100	CC(=O)N1CCC(C(=O)N2c3ccccc3N=C(c3ccc4c(c3)OCO4)C2C(=O)Nc2c(C)cccc2C)CC1 (stereo unspecified)	0.4

# New compounds follow:
No.	SMILES	TTR transcr act
101	COc1ccccc1C/C(N)=N/OC(=O)COc1ccccc1C	3.7
102	Cc1ccc(CN2CCC(n3nccc3NC(=O)CCOc3ccccc3)CC2)cc1C	0.2
103	CC(OC(=O)CSc1ccc([N+](=O)[O-])cc1)C(=O)NCc1ccco1 (stereo unspecified)	-0.6
104	Cc1cc(C(=O)OCC(=O)Nc2cc(S(=O)(=O)N(C)C)ccc2C)c(C)o1	-0.3
105	CCCCn1nnnc1C1(C)CCC(=O)N1CCc1ccc(OC)c(OC)c1 (stereo unspecified)	0.1
106	CC(=O)c1ccc(N2C(=NC(=O)C3CCCO3)SC3CS(=O)(=O)CC32)cc1 (stereo unspecified)	-2.1
107	Cc1cc(N2CCN(c3ccc(C(F)(F)F)cc3[N+](=O)[O-])CC2)c2ccccc2n1	-4.7
108	CCN(CC)C(=O)[C@H]1C[C@H](CC(=O)NC(C)(C)C)C(=O)N2CCc3c([nH]c4cc(CCC(=O)N(C)C)ccc34)[C@]12C	0.3
109	COc1cc(-c2nc3ccc4ccccc4c3c3c2CCC3)cc(OC)c1OC	-1.5
110	Oc1ccc2ccccc2c1C=Nc1ccc(Cl)cn1	0.9
111	CCOC(=O)c1c(C)oc2ccc(OC(=O)COc3c(F)c(F)c(F)c(F)c3F)cc12	-1.7
112	COc1ccccc1CC1(C)C(=O)Nc2ccc(OC(F)(F)F)cc21 (stereo unspecified)	-0.8
113	COc1ccc(NC(=O)N2CCCc3ccccc32)c(OC)c1	1.0
114	CCCCCCC(c1c(C)n(C)n(-c2ccccc2)c1=O)c1c(C)n(C)n(-c2ccccc2)c1=O	-0.4
115	Cn1c(CC(=O)Nc2ccccc2)nnc1SCC(=O)NC1=NCCS1	-0.7
116	Cc1ccc2[nH]c(=O)c(CN(CCCO)C(C)c3nnnn3Cc3ccco3)cc2c1 (stereo unspecified)	-0.6
117	O=S(=O)(/N=C(/Nc1ccccn1)c1ccccc1)c1ccc(Cl)cc1	5.1
118	O=C(Nc1ccc(NC(=O)c2ccccc2Cl)nc1)c1ccco1	-1.3

# Laid out differently: entries from further up.
(115) Cn1c(CC(=O)Nc2ccccc2)nnc1SCC(=O)NC1=NCCS1
  TTR transcr act: -0.7
(109) COc1cc(-c2nc3ccc4ccccc4c3c3c2CCC3)cc(OC)c1OC
  TTR transcr act: -1.5
(114) CCCCCCC(c1c(C)n(C)n(-c2ccccc2)c1=O)c1c(C)n(C)n(-c2ccccc2)c1=O
  TTR transcr act: -0.4
(106) CC(=O)c1ccc(N2C(=NC(=O)C3CCCO3)SC3CS(=O)(=O)CC32)cc1 (stereo unspecified)
  TTR transcr act: -2.1
